Screening results from PubChem BioAssay.
H9c2 TAG inh: triacylglycerol accumulation inhibition | inhibition, % at 12.5 µM | actives 0.66% (n = 230,000) | H9c2 cells, Nile Red lipid (TAG) fluorescence; cells loaded with 200 µM oleic acid;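 active means pattern-corrected inhibition of lipid staining of at least 50% with the nuclear-stain viability signal not falling by more than 50%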;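 further: 0% = DMSO wells and 100% = triacsin C control wells; some results filed as inactive read as strong as hits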
H9c2 TAG inh DAPI viability: also measured in H9c2 TAG inh; calls as there; DAPI nuclei signal change (viability), lower = more cytotoxic, %;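 whole-well DAPI fluorescence read on a plate reader as a viability signal; minus 50 percent equals half of cells still viable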
* hit, by the source's call. These rows are one share of the data, so the mix of outcomes need not match the whole.

SMILES | H9c2 TAG inh | H9c2 TAG inh DAPI viability
C=C(C)C(=O)Nc1cccc(C2=NOC3(C2)C[C@@H](C(N)=O)N(C(=O)/C=C/CC)C3)c1 (some centres not stated) | -3 | -5
CC1=NC(C)Cc2ccccc21 (configuration not stated) | -5 | 1
O=S(=O)(NCc1ccccc1)c1ccccc1Br | 4 | -8
CN(C)C(=O)c1cccn(Cc2cccc(C(F)(F)F)c2)c1=O | 4 | 1
O=C1CCCN1CCCNS(=O)(=O)c1ccc(Br)s1 | 3 | -9
CC1CCCC(NC(=O)CN(C)CC(=O)Nc2ccc(F)cc2)C1C (configuration not stated) | 12 | 2
CCOC(=O)c1c(C)n(C)c2ccc(OCC(O)CN3CCN(C)CC3)cc12 (configuration not stated) | -31 | 15
COCCN(CC(=O)Nc1cccc(C)c1C)C(=O)c1cc2c(s1)CCC2 | -11 | 6
O=C(COC(=O)c1ccc(NS(=O)(=O)c2cccs2)cc1O)Nc1ccc(F)cc1 | 4 | 3
CC1CC(C)CN(C(=O)/C=C/c2ccc([N+](=O)[O-])s2)C1 (configuration not stated) | -1 | -4
Cc1ccc(C2=NN=C(NC(=O)CSc3nncn3C)SC2)cc1 | 16 | 11
COc1ccccc1C(=O)C1CCCN(C(=O)CSc2ccccn2)C1 (configuration not stated) | -6 | 8
Cc1ccc(N(C(=O)c2csnn2)C(C(=O)NC(C)(C)C)c2ccccn2)cc1 (configuration not stated) | 1 | -1
CCOc1ccc(NC(=O)CN(C)C(=O)c2cn(-c3ccc(F)cc3)nc2-c2cccc(OC)c2)cc1OCC | 31 | -2
CCC(=O)N1C(C(=O)N2CCCC2)CSC1c1ccc(OC)cc1 (configuration not stated) | 3 | -16
Cc1ccc(S(=O)(=O)NCC(=O)OCC(=O)NC2CCCCC2)cc1 | -12 | -8
Cc1ccc(N=N/C(=C\O)C(=O)c2ccc(Cl)cc2)cc1 | -4 | 14
CCCc1nnc(NC(=O)CC(C)c2ccccc2)s1 (configuration not stated) | 3 | 1
Cc1cccc(C(=O)NCC(=O)OCC(=O)c2ccc(Cl)s2)c1 | -7 | -8
Cc1cc(C)c(S(=O)(=O)N2CCOC23CCN(S(C)(=O)=O)CC3)c(C)c1 | 4 | 9
CC(=O)Nc1cc2nc(C)n(Cc3ccc([N+](=O)[O-])cc3)c2nc1C | 2 | -6
Cc1ccc(CS(=O)Cc2ccc(C(=O)N3CCN(c4cccc(C)c4C)CC3)o2)cc1 (configuration not stated) | 2 | -11
CCOc1ccc(NS(=O)(=O)c2cccc(C(=O)NCC3(N(C)C)CCCCC3)c2)cc1 | 18 | -11
CCN(CC(=O)Nc1c(F)cccc1F)C(=O)CC1CCCCC1 | -13 | -9

Exported as labelled records: part of the list above
Cc1cccc(C(=O)NCC(=O)OCC(=O)c2ccc(Cl)s2)c1
- H9c2 TAG inh: -7
- H9c2 TAG inh DAPI viability: -8

Cc1cc(C)c(S(=O)(=O)N2CCOC23CCN(S(C)(=O)=O)CC3)c(C)c1
- H9c2 TAG inh: 4
- H9c2 TAG inh DAPI viability: 9

CC(=O)Nc1cc2nc(C)n(Cc3ccc([N+](=O)[O-])cc3)c2nc1C
- H9c2 TAG inh: 2
- H9c2 TAG inh DAPI viability: -6

Cc1ccc(CS(=O)Cc2ccc(C(=O)N3CCN(c4cccc(C)c4C)CC3)o2)cc1 (configuration not stated)
- H9c2 TAG inh: 2
- H9c2 TAG inh DAPI viability: -11

Back to the main list, starting two compounds before the break.
SMILES | H9c2 TAG inh | H9c2 TAG inh DAPI viability
CCOc1ccc(NS(=O)(=O)c2cccc(C(=O)NCC3(N(C)C)CCCCC3)c2)cc1 | 18 | -11
CCN(CC(=O)Nc1c(F)cccc1F)C(=O)CC1CCCCC1 | -13 | -9
COc1ccc(C(=O)N(C)Cc2ccc(C)o2)cc1OC1CCN(C(C)=O)CC1 | -14 | -2
O=C(O)CC(NC(=O)C(c1ccccc1)c1ccccc1)c1ccc(F)cc1 (configuration not stated) | -4 | 6
Cc1cccc(-n2nc3c(c2NC(=O)c2ccco2)CS(=O)(=O)C3)c1C | 13 | -5
Cc1ccc(C(=O)N/N=C/c2ccoc2)cc1C | -10 | -2
CCCCc1ccc(NC(=O)CN2C(=O)NC(Cc3ccccc3)C2=O)cc1 (configuration not stated) | 14 | 1
CCCOc1ccc(C(=O)OCCN2CCCCC2)c(O)c1 | -19 | 3
O=c1cc(Br)c(O)c(Br)cc1Br | 12 | 8
COc1ccc(-c2noc(CCC(=O)NC3CCCCC3)n2)cc1OC | 13 | 6
O=C(NCc1ccccc1)Nc1nnc([C@@H]2C[C@H](O)[C@@H](CO)O2)s1 | -5 | -3
Cc1ccc(NC(=O)CCC(=O)NNC(=O)c2ccccc2[N+](=O)[O-])c(C)c1 | 37 | -32
O=C(CNC(=O)c1ccco1)N/N=C/c1cccs1 | 4 | -3
Cc1ccc([C@H]2C[C@@H](O)[C@H](n3cc(COC(=O)c4ccccc4)nn3)CN2CC2CCCCC2)cc1 | 8 | -6

A few values from above.
`O=C1CCCN1CCCNS(=O)(=O)c1ccc(Br)s1` – H9c2 TAG inh: 3
`CCOc1ccc(NS(=O)(=O)c2cccc(C(=O)NCC3(N(C)C)CCCCC3)c2)cc1` – H9c2 TAG inh DAPI viability: -11
`CCCc1nnc(NC(=O)CC(C)c2ccccc2)s1` (configuration not stated) – H9c2 TAG inh DAPI viability: 1

(continued)
SMILES | H9c2 TAG inh | H9c2 TAG inh DAPI viability
Nc1c(Cl)cc(N=Nc2ccccc2)cc1Cl | 35 | -6
O=[N+]([O-])c1ccc(NN=Cc2ccc(O)cc2O)nc1 | -12 | -22
NC(=O)c1ccsc1NC(=O)COC(=O)Cc1c[nH]c2ccccc12 | -17 | 8
O=C(Nc1cccc(C(=O)N2CCCCC2)c1)C1CCCCC1 | 4 | -3
CC(C)(C)C(=O)Nc1ccc(-c2nnc3n2CCCCC3)cc1 | 5 | -2
COc1ccc(C(CNC(=O)c2cccc(NS(=O)(=O)c3ccc(C)c(F)c3)c2)N2CCCC2)cc1 (configuration not stated) | 6 | 5
Cc1cccc(N2CCN(C(=O)c3ccc(CNc4c(N5CCC(C)CC5)c(=O)c4=O)cc3)CC2)c1C | 9 | 2
CN(CC(=O)Nc1ccc(N2CCOCC2)cc1)Cc1cc(=O)n2ccsc2n1 | -10 | -5
CCOC(=O)c1c(C)[nH]c(C(=O)OCC(=O)NCc2ccccc2)c1C | -10 | 0
O=C(c1ccc(Cl)c(S(=O)(=O)N2CCOCC2)c1)N1CCN(c2ccccn2)CC1 | -7 | 5
CC1(C)OC(c2ccccc2)=C/C(=C/C=C2C(=O)c3ccccc3C2=O)O1 | 12 | -13
C/C(=N\Nc1nccnc1Cl)c1ccc([N+](=O)[O-])cc1 | -10 | 1
COC(=O)c1c(C)oc2c1cc(NS(=O)(=O)c1cccs1)c1ccccc12 | -2 | -3
O=C(Nc1ccc(CN2CCS(=O)(=O)CC2)cc1)c1ccc(F)cc1 | 5 | -20
CN(CC(=O)Nc1ccccc1Cl)C(=O)COC(=O)CSc1ccc(F)cc1 | -2 | -2
Cc1nnc(C)n1/N=C/C=C/c1ccccc1 | -9 | 7
CCOc1ccc(CCNS(=O)(=O)c2c(C)nc3sccn3c2=O)cc1OCC | -12 | 1
N#Cc1ccccc1S(=O)(=O)N1CCN(C(=O)C2COc3ccccc3O2)CC1 (configuration not stated) | -14 | 7
O=S(=O)(CC(O)(c1ccccc1)c1ccccc1)CC(O)(c1ccccc1)c1ccccc1 | -23 | 8
CC(=O)NC1CC2CCC(C1)N2Cc1ccc(C)cc1 (configuration not stated) | 23 | -6
O=C(CN1C(=O)NC2(CCc3ccccc32)C1=O)Nc1ccccc1C(F)(F)F (configuration not stated) | 7 | 3
O=C(NCc1nnnn1-c1ccc(F)cc1)c1cc2ccccc2o1 | -24 | -5
OC(c1cccc(Cl)c1)c1nc(-c2ccc(Cl)cc2)cs1 (configuration not stated) | -27 | -5
COc1ccc(C(=O)N/N=C/c2ccc3cccc(O)c3n2)cc1 | -1 | 7
CCOC(=O)N1CCC(N2Cc3cccc(C(=O)NCC4CCN(CC(C)C)C4)c3C2=O)CC1 (configuration not stated) | 27 | -5
COc1ccc(C2CC(=O)N(c3ccccc3)C3=C2C(=O)CCC3)cc1 (configuration not stated) | -4 | -4
COc1ccc(S(=O)(=O)N(C)C)cc1NCC(=O)Nc1cccc(C#N)c1 | -3 | -1
CCN(CC(=O)Nc1c(F)cccc1F)C(=O)c1cc(S(=O)(=O)NCc2ccccc2)ccc1C | 7 | 0
CN1CCN(c2nc(-c3cccs3)cs2)CC1 | 3 | 4
O=[N+]([O-])c1cc(S(=O)(=O)N2CCCC2)ccc1SCCO | -6 | 3
O=C(Nc1nccs1)C1CCN(S(=O)(=O)c2cccs2)CC1 | 9 | 4
Cc1onc(-c2ccccc2)c1C(=O)Nc1ccc(Cl)c(S(=O)(=O)N2CCOCC2)c1 | 7 | -9
CCOc1ccccc1NC(=O)COC(=O)CN1C(=O)NC(C)(C)C1=O | -15 | 3
CC(=O)c1ccc(N2CCN(S(=O)(=O)c3ccccc3)CC2)c(F)c1 | -11 | -3
COc1ccc(N(C(=O)Cn2nnc3ccccc32)C(C(=O)NCc2ccco2)c2ccc(C)o2)cc1 (configuration not stated) | -18 | -4
COc1ccccc1NC(=O)N1CCC(c2nnc(SCC(N)=O)n2C)CC1 | 0 | -5
Cc1ccc(/C=N/NC(=O)C(C)Oc2cccc3ccccc23)o1 (configuration not stated) | -3 | -2
NCCCC[C@H]1CN=C(N)N1CCC12CC3CC(CC(C3)C1)C2 | -9 | 22
Cc1ccc(NC(=O)CSc2n[nH]c(=O)n2C2CC2)cc1S(=O)(=O)N1CCOCC1 | 8 | -7
CCC/C(O)=C1\C(=O)CC(C)(C)CC1=Nc1ccccc1O | -8 | -4
COc1cccc(CN2CCC2(C)C(=O)Nc2ccc3c(c2)CCN3C(C)=O)c1F (configuration not stated) | -5 | 8
Cc1cc2oc3ccc(NCCCN4CCOCC4)cc3c(=O)c2cc1C | -14 | 44
CC12CCC(C/C1=N\OC(=O)c1c(F)cccc1F)C2(C)C (configuration not stated) | 0 | -1
CCC(c1nnc(SCC(=O)N(C)c2ccccc2)n1Cc1ccccc1)N(C)C (configuration not stated) | -12 | -3
COc1ccc(CN(C#N)c2nc(SC)nc(N(C)C)n2)cc1 | -2 | -2
CCOC(=O)N1CCC(N2Cc3cccc(C(=O)N4CCN(C5CCCCC5)CC4)c3C2=O)CC1 | 8 | 4
O=C1CCCc2cc3c(ccc4ccccc43)cc21 | -7 | 9
O=C(CC1C(=O)NCCN1Cc1ccoc1)NCc1cccc(OC(F)(F)F)c1 (configuration not stated) | 8 | -7
O=C(NNc1ncccc1-n1cccc1)c1ccc(Cl)cc1 | -14 | 4
Nc1nccc(NCCSCc2ccccc2)n1 | -14 | 10
Cc1ccc(/C(N)=N/OC(=O)CN(C)S(=O)(=O)c2ccc(C)cc2)cc1 | -10 | 4
CCc1nnc(NC(=O)c2n[nH]c(=O)c3ccccc23)s1 | 10 | -4
N#Cc1c(N)nc(SC2CCCCC2=O)c(C#N)c1-c1ccco1 (configuration not stated) | 8 | -8
CCOC(=O)c1ccoc1CN1CCN(S(=O)(=O)c2ccc(C)c(C)c2)CC1 | -23 | 10
Cc1ccc(-c2cn3cccnc3n2)cc1NC(=O)c1cccs1 | -22 | 60
COCc1cc(C)nc(SCC[N+](C)(C)CC(=O)Nc2ccccc2)c1C#N | 5 | 10
O=C1NC[C@@H](Cc2cccc3ccccc23)N(CC2(c3ccccc3)CC2)C1=O | 4 | -8
Cc1cccc(Cn2c(N3CCN(C)CC3)nc3c2c(=O)n(C)c(=O)n3C)c1 | -6 | 4
O=C(O)CSc1ccccc1C(=O)O | -7 | 11
